aSyn 5UTR inh – MLPCN primary screen, SNCA 5' untranslated region; alpha-synuclein 5'UTR reporter, inhibitor activity; inhibition, % (tested at 7.5 µM); 0.82% of 300,000 active; AID 1813; in the data active = inhibition above about 60%;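 note: H4 neuroglioblastoma cells stably carrying SNCA 5'UTR luciferase fusion; 0% = DMSO wells and 100% = positive control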
HSP90 inh – HSP90 refolding inhibition in rabbit reticulocyte lysate | luciferase refolding luminescence, 3 h | inhibition, % at 5.6 µM | 0.91% of 290,000 active;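 active = inhibition above the screen-wide mean plus 3 SD, computed separately per campaign, cut at about 16% in these data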;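 note: 0% = DMSO wells and 100% = 60 µM geldanamycin wells; inhibitors lower the luminescence because luciferase stays unfolded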
AI-2 QS modul – modulates the Vibrio harveyi AI-2 quorum sensing system | Vibrio harveyi JMH597 AI-2 luminescence/OD600 ratio, 9 h; stronger effect = lower value; strain lacks LuxN and CqsS sensors; 0 = neutral-control median | 0.4% of 300,000 active | activity change, % at 7.5 µM; in the data active = activity change below about -75%, passing the limit was not always enough;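 note: luminescence divided by OD600 gain over 9 h not by final OD600 alone; inactives centre near 13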
HIF activator – HIF pathway transcriptional activation; U2OS HRE-luciferase reporter, luminescence; normalized: DMSO 0%, desferrioxamine 100%; activation, % at 7.5 µM (by protocol); 0.32% of 300,000 active; AID 1910;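 active = mean activation of at least 10% of the iron chelator positive control signal, with at least half of replicates also reaching 10%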
Platelet DG rel – platelet dense granule release activity | human platelet-rich plasma, SFLLRN dense granule ATP release, luminescence | 0.22% of 300,000 active | inhibition, %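 (compounds screened at 7.5 µM in platelet-rich plasma)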 | AID 1663;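 active = mean replicate score, as percent of positive control, at or above 50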
KLF5 inhibitor – inhibitors of KLF5 expression. DLD-1 KLF5 promoter-luciferase reporter, luminescence. inhibition, % at 5 µM. 0.23% of 290,000 active;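 active = inhibition above a per-plate limit of that plate's mean compound inhibition plus 3 SD, cut at about 60% in these data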;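 note: 0% = DMSO wells and 100% = LY294002 at 200 µM; higher means less KLF5 promoter-driven luciferase light; inactives centre near -14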
HDAC3 inh – human HDAC3 inhibition | O15379 | recombinant HDAC3, fluorogenic peptide/trypsin coupled, fluorescence | inhibition, % at 8.3 µM | 0.15% of 320,000 active | AID 2718; in the data active = inhibition above about 26%, passing the limit was not always enough
Target sequence (O15379 whole entry, looked up): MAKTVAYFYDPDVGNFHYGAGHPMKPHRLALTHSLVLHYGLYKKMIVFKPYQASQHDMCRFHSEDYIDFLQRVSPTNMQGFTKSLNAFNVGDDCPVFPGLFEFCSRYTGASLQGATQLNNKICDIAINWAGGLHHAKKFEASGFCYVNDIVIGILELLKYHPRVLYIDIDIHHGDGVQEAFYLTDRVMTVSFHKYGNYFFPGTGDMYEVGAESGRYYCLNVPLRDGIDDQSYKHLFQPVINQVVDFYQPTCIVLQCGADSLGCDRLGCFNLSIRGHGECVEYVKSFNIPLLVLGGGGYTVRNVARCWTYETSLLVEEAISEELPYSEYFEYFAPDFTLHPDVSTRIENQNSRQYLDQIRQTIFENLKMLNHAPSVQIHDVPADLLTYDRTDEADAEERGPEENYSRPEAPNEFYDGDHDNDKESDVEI
IEC-6 cytotox – IEC-6 cytotoxicity, counter-screen for KLF5 inhibitors. luminescence viability. inhibition, % at 5 µM. 0.78% of 290,000 active. AID 1825; in the data active = inhibition above about 22%;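 note: 0% = plate median of test compound wells and 100% = cytotoxic reference compound wells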
HSF1 inh – HSF1 inhibition | NIH3T3-HGL HSE-luciferase, MG132-induced, luminescence 8 h; stronger effect = lower value | 0.77% of 300,000 active | activity change, negative = inhibition, % at 7.5 µM (by protocol);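 active = more than half of replicate wells show activity change below -50%, luminescence cut by over half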;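 note: luciferase reports HSF-1 transcriptional activity via heat shock element; 0% = median of DMSO wells and -100% = zero luminescence signal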
HSF-1 act – increases HSF-1 driven luciferase reporter signal. NIH3T3-HGL HSF-1 luciferase reporter, MG132, 8 h; 100% = twice DMSO control signal. activation, % at 9 µM. 1.7% of 300,000 active. AID 504408;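 active = mean replicate activation of at least 50% with a set share of replicates each reaching 50%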;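 note: 0% = median of the neutral control wells and 100% = twice that signal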
An asterisk follows results filed as active; nt = not tested or not shown.

Compound	aSyn 5UTR inh	KLF5 inhibitor	HSF1 inh	AI-2 QS modul	HSP90 inh	HDAC3 inh	HSF-1 act	IEC-6 cytotox	Platelet DG rel	HIF activator
CCCN1CCN(CC(=O)Nc2nnc(CC)s2)CC1	-3	-19	1	24	-4	7	2	-7	-7	-1.1
FC(F)(F)c1ccccc1NC(=S)Nc1ccccc1	1	-37	6	10	-1	-10	10	0	4	-1.1
COc1ccc2c(CC(=O)Nc3ccc(OC)nc3)coc2c1	1	-7	-1	17	5	0	-10	3	13	-1.8
CC1(C)OC(=O)C(=CNC(Cc2c[nH]c3ccccc23)C(=O)O)C(=O)O1 (stereo not drawn)	0	-13	1	6	4	6	-2	1	5	-0.1
O=C(NC(Cc1ccccc1)c1ccc2c(c1)OCCCO2)c1ccc(F)cc1 (stereo not drawn)	-21	-47	2	26	3	3	-3	-4	-2	0.4
O=C(OCC(=O)N1CCCC1)c1ccc(S(=O)(=O)Nc2ccccc2)cc1	8	-18	4	7	-3	0	-4	-6	-1	-0.8
COC(=O)c1ccc(Nc2nc(-c3ccncc3)nc3ccccc23)cc1	-10	-24	2	14	4	-7	-6	-5	11	0.1
Cc1ccc(NC(=O)COC(=O)C(NS(=O)(=O)c2ccc(Cl)cc2)C(C)O)c(Br)c1 (stereo not drawn)	-40	-18	14	28	3	5	4	-4	-14	-0.5
CC(C)NS(=O)(=O)c1ccc(CCC(=O)NCc2cccnc2)cc1	11	-19	4	28	4	6	2	3	0	-1.0
Cc1n[nH]c(C)c1Cc1ccc(C(=O)O)cc1	16	-5	-1	25	-4	6	-9	-1	-6	-0.2
COCCN(C(=S)Nc1c(C)cccc1C)C(C)c1ccco1 (stereo not drawn)	-12	-28	-4	15	-2	2	-11	0	18	0.2
c1ccc(CCCNCC2COc3ccccc3O2)cc1 (stereo not drawn)	3	-44	13	23	2	-2	-4	2	-2	0.5
COc1ccccc1CC(=O)N1CCN(c2ccccc2F)CC1	-9	-8	-4	19	-1	-6	-4	-6	5	-0.6
CC(C)(C)NC(=O)CN(c1cccc([N+](=O)[O-])c1)S(=O)(=O)c1ccccc1	1	-13	-4	6	23*	2	-4	-2	6	-0.1
CC(=O)Oc1ccc(C(=O)Nc2ccc3c(c2)OCCO3)cc1	-50	-149	9	20	8	-4	33	5	17	-1.3
Cc1nn(Cc2ccccc2)c(C)c1C(=O)NCC(c1cccs1)N1CCOCC1 (stereo not drawn)	4	nt	-2	16	nt	0	-12	nt	1	0.2
O=C1NC(=O)/C(=C/C(=O)N2CCOCC2)S1	-25	-5	0	42	-4	3	7	-5	-7	-0.2
Cn1nnnc1SCCNCc1ccccc1F	5	0	6	11	3	2	28	0	15	-0.1
c1ccc2c(c1)OCC(c1nnc3sc(-c4cnccn4)nn13)O2 (stereo not drawn)	-5	9	3	0	-2	0	25	-4	-11	-0.3
Cc1nn(CC(=O)OCC(=O)Nc2c(C(C)C)cccc2C(C)C)c(C)c1[N+](=O)[O-]	-15	-24	-6	17	0	8	5	2	-2	0.0
O=C(NCCc1ccccc1)C(c1ccncc1)N(C(=O)c1csnn1)C1CC1 (stereo not drawn)	15	-10	-4	2	-5	-1	11	10	0	-0.5
CC1(c2ccccc2Br)NC(=O)N(CC(=O)Nc2ccc(S(N)(=O)=O)cc2)C1=O (stereo not drawn)	13	-21	-2	36	-1	-9	-16	2	9	-0.3
Cc1ccc(S(=O)(=O)NNC(=O)c2cc([N+](=O)[O-])c(C)c([N+](=O)[O-])c2)cc1	17	nt	1	26	nt	5	-14	nt	-9	-0.7
Cc1ccc(C(=O)N/C(=C\c2cccs2)C(=O)NCCc2c[nH]c3ccccc23)cc1C	16	-8	0	15	3	10	24	7	-4	-0.1
CNc1nc2c3ccccc3n(C(C)=O)c2s1	22	-26	-1	13	-2	6	1	3	50*	0.3
CNS(=O)(=O)c1cccc(C(=O)OCc2cc(=O)n3cc(Br)ccc3n2)c1	1	-17	-3	51	-5	3	-9	-3	0	-0.4
CCN(Cc1ccccc1)S(=O)(=O)c1ccc(C(=O)Nc2nnc(C3CC3)o2)cc1	58	nt	-18	60	nt	-6	-22	nt	1	-0.2
CC(=O)Nc1ccccc1NC(=O)CC(C)(C)C	19	-21	-1	-1	1	0	21	-2	0	-0.8
Cc1ccc(C)c(NC(=O)c2ccc3c(c2)N(Cc2ccc(F)cc2)C(=O)CS3=O)c1 (stereo not drawn)	4	0	8	5	-1	9	11	-2	10	-0.1
CCOC(=O)N1CCN(C(=O)c2cc3c(-c4cccc(OC)c4)nn(C)c3s2)CC1	21	-22	-14	10	1	3	9	4	10	-8.6
O=C(c1ccccc1)n1ccn(-c2ccccc2)c1=S	-28	-26	1	32	10	-5	1	-3	6	-0.3
COC(=O)C[C@H]1c2cc(C(F)(F)F)ccc2S(=O)(=O)N1C1CCCCC1	21	nt	-1	16	nt	10	-8	nt	-7	0.2
Cc1c(C(=O)N2CCOCC2)sc2ncn(CC(=O)N3CCC(C)CC3)c(=O)c12	25	-25	-3	18	0	nt	27	-4	1	-0.7
O=C(Nc1nncs1)c1cccc(S(=O)(=O)N2CCc3ccccc32)c1	11	-12	2	-8	3	1	2	2	2	-0.5
COc1ccc(CCNC(=O)CCn2c(=O)oc3ccccc32)cc1OC	-5	-17	-9	15	1	nt	-14	4	0	0.4
O=C(NCc1ccc(F)cc1)c1ccc(CS(=O)(=O)Cc2ccc(F)cc2)o1	15	-17	-3	23	1	3	-4	4	-2	0.1
CCOc1ccc(CCNC(=O)c2cccc(S(=O)(=O)N3CCOCC3)c2)cc1OCC	4	nt	-6	4	nt	-1	-6	nt	-1	-1.2
COc1ccccc1NC(=O)CSc1nnc(NC(=O)C2CC2)s1	12	3	3	-10	1	6	9	7	6	-1.5
CCOc1ccc(C2=Nn3c(nnc3-c3ccccc3)SC2)cc1Cl	19	5	-1	25	-1	7	-3	4	-2	1.4
Cc1ccc(N2CCN(C(=O)c3ccccc3NC(=O)C3CCCCC3C(=O)O)CC2)cc1 (stereo not drawn)	1	-1	8	18	1	-2	0	3	-1	-0.2
CCN(CC)C(=O)Cn1nnc(-c2ccc(S(C)(=O)=O)cc2)n1	11	-25	2	-11	2	-2	27	5	-1	-0.1
O=C(COc1ccccc1Cl)NNC(=O)C1CCCO1 (stereo not drawn)	5	-16	23	-6	-1	-2	26	-1	3	0.3
Cc1cccc2cc(COC(=O)C(C)(C)C)c(=O)[nH]c12	-19	-27	-2	15	2	2	16	6	2	-0.2
Cc1ccc2[nH]c3c(=O)n(CC(=O)NCc4ccco4)ncc3c2c1	25	-28	-3	12	-1	-9	-2	1	6	-0.6
COC(=O)c1ccc(C(=O)OC)c(NC(=O)COC(=O)C2CC2C)c1 (stereo not drawn)	4	-13	5	14	0	-7	10	1	-3	0.1
Cc1ccc(C)c(N2CC(C(=O)OCC(=O)Nc3cc(C)on3)CC2=O)c1 (stereo not drawn)	4	-7	-2	25	-4	-12	4	1	0	0.0
CN(C)CCN1C(=O)c2oc3ccc(F)cc3c(=O)c2C1c1ccncc1 (stereo not drawn)	0	-13	1	14	-5	0	-18	-5	4	-0.4
CC(=O)N=c1n(C)c2ccccc2n1CCOc1ccccc1	-31	-24	3	12	-2	3	-5	2	-2	1.1
O=C(/C=C/c1ccccc1)NNC(=O)C1CC1	-22	4	-5	-4	-3	11	5	-3	-6	-0.4
COC(C/C=C/[C@H](O)[C@@H](C)OCc1ccccc1)OC	5	nt	-4	1	nt	0	14	nt	0	1.1

Profiles, quoted from the list:
CCOC(=O)N1CCN(C(=O)c2cc3c(-c4cccc(OC)c4)nn(C)c3s2)CC1 across the screens: aSyn 5UTR inh: 21; KLF5 inhibitor: -22; HSF1 inh: -14; AI-2 QS modul: 10; HSP90 inh: 1; HDAC3 inh: 3; HSF-1 act: 9; IEC-6 cytotox: 4; Platelet DG rel: 10; HIF activator: -8.6
O=C(COc1ccccc1Cl)NNC(=O)C1CCCO1 (stereo not drawn) across the screens: aSyn 5UTR inh: 5; KLF5 inhibitor: -16; HSF1 inh: 23; AI-2 QS modul: -6; HSP90 inh: -1; HDAC3 inh: -2; HSF-1 act: 26; IEC-6 cytotox: -1; Platelet DG rel: 3; HIF activator: 0.3

(more compounds)
Compound	aSyn 5UTR inh	KLF5 inhibitor	HSF1 inh	AI-2 QS modul	HSP90 inh	HDAC3 inh	HSF-1 act	IEC-6 cytotox	Platelet DG rel	HIF activator
Fc1ccccc1OCCCCCCN1CCCC1	-36	-44	2	15	-5	-5	10	-4	-1	0.6
Cc1ccccc1-c1nc(CS(=O)(=O)CC(=O)NC(C)c2ccccc2)c(C)o1 (stereo not drawn)	0	1	-2	23	3	7	10	-1	1	-0.3
CCOc1cc(NC(=S)NCCCN2CCOCC2)c(OCC)cc1NC(=O)c1cccs1	-11	0	4	20	2	7	8	-4	4	-0.1
COCC(=O)Nc1ccc(OCc2ccccc2)cc1	-79	-58	2	12	-3	-6	37	3	-8	2.3
COc1cc(NS(=O)(=O)c2ccc(NC(=S)NC(C)=O)cc2)nc(OC)n1	-7	nt	-6	32	nt	-2	-3	nt	-4	0.2
O=C(Nc1cccc2ccccc12)C12CC3CC(C1)CC(n1cnc([N+](=O)[O-])n1)(C3)C2	73*	-20	15	31	1	6	37	0	1	-0.6
Oc1[nH]c2c(Cl)cc(Cl)cc2c1N=NC(=S)NCC1CCCO1 (stereo not drawn)	79*	-10	5	8	-3	-1	8	7	-14	0.3
Cc1nnc(-c2cnn(C)c2N)n1Cc1ccccc1F	-50	-11	-4	20	0	8	-1	-4	3	0.7
COc1ccccc1N1CCN(C2CCCN(Cc3cccc(O)c3)C2)CC1 (stereo not drawn)	4	-37	1	11	0	-8	-5	5	-9	0.3
CSc1c(C#N)c(N)nc2sc(C(=O)c3ccccc3)c(N)c12	-20	-23	81	nt	0	6	116*	-4	-26	0.9
O=C(COc1ccc2ccccc2c1)Nc1cccc(C(=O)Nc2ccccc2C(=O)O)c1	5	-11	-11	9	-5	-8	7	-9	11	-0.3
O=[N+]([O-])c1ccc(O)c(Nc2ncnc3ccccc23)c1	-61	-12	3	18	0	-6	9	0	0	0.0
Cc1nn(Cc2ccc(F)cc2)c(C)c1NC(=O)c1nn(C)cc1Cl	5	3	-3	24	-2	-6	4	-13	-2	0.2
Cc1ccccc1Cc1c(C)nc2nc(SCC(=O)NCCCN3CCCCC3)nn2c1C	-12	-29	-6	nt	4	-3	-1	-2	3	-1.9
COc1ccc(CN2CCCC(CO)(Cc3ccc(F)cc3)C2)c(OC)c1OC (stereo not drawn)	10	-31	-10	25	1	-2	-5	2	-2	-3.4
COCCN(C(=O)Nc1ccc(OC)cc1OC)C1CCN(C(C)=O)CC1	-12	-2	-10	2	3	-6	-8	1	-1	-0.3
CCN(CC)CCCNCC(=O)Nc1cc(C)on1	4	-6	-5	7	4	-2	-8	9	8	-0.3
Cc1ccc(N2CC(C(=O)Nc3nnc(SCCC4OCCO4)s3)CC2=O)cc1 (stereo not drawn)	-18	-15	-2	9	-2	-5	15	-5	-4	0.8
CCc1ccc(NC(=O)Cn2c(=O)n(CCC(=O)NC3CCN(Cc4ccccc4)CC3)c(=O)c3ccccc32)cc1	-38	-27	-2	17	1	-7	0	-6	4	0.5
NC1=NC2(CCCCC2)N(c2ccc(F)cc2)C(N)=N1	5	-31	-6	-17	-1	-2	1	-5	1	-12
COc1ccc(-n2c(SCC(=O)N3CCCCC3)nnc2-c2cccnc2)cc1	1	-9	-8	12	2	3	7	1	0	-0.5

From PubChem
